From PubChem
TAAR1 ag = agonists of human TAAR1 | activation, % at 3 µM | CHO RD-HGA16 TAAR1, Fluo-8 calcium fluorescence; vehicle wells 0%, saturating PEA agonist 100% | 360,000 tested, 0.99% active | Q96RJ0;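 active = activation above the mean activation of all test compounds in the run plus 3 SD, cut at about 38% in these data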
Target sequence (Q96RJ0 whole entry, looked up): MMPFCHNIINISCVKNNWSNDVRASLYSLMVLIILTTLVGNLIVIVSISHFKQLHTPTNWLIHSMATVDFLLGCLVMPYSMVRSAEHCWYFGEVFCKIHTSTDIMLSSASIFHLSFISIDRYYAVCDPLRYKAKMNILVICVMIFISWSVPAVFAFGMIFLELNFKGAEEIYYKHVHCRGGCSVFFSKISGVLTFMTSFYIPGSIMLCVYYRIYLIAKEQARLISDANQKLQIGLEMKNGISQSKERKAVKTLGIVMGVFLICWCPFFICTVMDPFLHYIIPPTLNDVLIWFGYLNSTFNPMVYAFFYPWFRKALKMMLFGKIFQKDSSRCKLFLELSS
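Benchmarks: low control DMSO, high control PEA (EC100); System: CHO RD-HGA16 cells carrying human TAAR1 plus Gα16; Detection: Fluo-8 fluorescence, 5 s baseline then 140 s kinetic read; Schedule: 17-24 h plating, Fluo-8 75 min 37 °C, 30 min RT; Read-out basis: % activation from peak over basal fluorescence ratio, DMSO-to-PEA scaled.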
CHRM1 antagonist = human CHRM1 antagonism | inhibition, % at 3 µM | P11229 | CHO-K1 hM1, Fluo-8 calcium fluorescence, ACh EC80 antagonist | 360,000 tested, 1.3% active;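 active = percent inhibition above its own plate's cutoff, namely the mean of that plate's compound wells plus 3 SD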;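 note: peak over basal fluorescence ratio during 140 s after agonist addition; 0% = ACh EC80 plus DMSO and 100% = DMSO alone without agonist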
CHRM1 agonist = human M1 muscarinic receptor agonism; P11229; CHO-K1 hM1, Fluo-8 calcium fluorescence, agonist mode; 0% DMSO, 100% acetylcholine EC100; activation, % at 3 µM; 360,000 tested, 0.33% active; AID 588814;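 active = activation above the run's mean compound activation plus 3 SD, cut at about 16% in these data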;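 note: peak over basal fluorescence ratio within a 140 s kinetic read after compound addition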
OXTR agonist = human OXTR agonism; 320,000 tested, 0.32% active; activation, % at 3 µM; P30559; AID 2435; CHO-OTR cells, Fluo-8 calcium fluorescence; normalized: DMSO 0%, oxytocin 100%;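 active = activation above the mean of all tested compounds plus 3 SD, cutoff set per screening run, cut at about 20% in these data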;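 note: peak over basal fluorescence ratio from a 100 s FLIPR kinetic read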
Target sequence (P30559 whole entry, looked up): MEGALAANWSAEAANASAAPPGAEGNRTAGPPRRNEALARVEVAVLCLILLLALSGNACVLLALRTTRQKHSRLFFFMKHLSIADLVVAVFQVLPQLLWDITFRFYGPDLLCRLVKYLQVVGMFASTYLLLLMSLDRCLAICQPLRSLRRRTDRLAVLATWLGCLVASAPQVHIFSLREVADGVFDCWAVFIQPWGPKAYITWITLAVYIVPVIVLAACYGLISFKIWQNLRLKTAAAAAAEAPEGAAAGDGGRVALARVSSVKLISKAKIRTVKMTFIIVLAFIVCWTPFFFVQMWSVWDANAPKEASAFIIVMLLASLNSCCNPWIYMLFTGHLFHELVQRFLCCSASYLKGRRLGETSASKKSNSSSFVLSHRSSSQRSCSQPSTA
V1R ag counter = counter-screen for oxytocin receptor agonists: human V1a receptor agonists; P37288; CHO-V1R cells, Fluo-8 calcium fluorescence, agonist mode; 0% DMSO, 100% 3 nM vasopressin; activation, % at 3 µM; 320,000 tested, 0.25% active;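 active = activation above the mean activation of all tested compounds plus 3 SD, per screening run, cut at about 20% in these data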;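 note: signal is peak over basal fluorescence ratio across a 100 second FLIPR read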
TAAR1 antag = antagonists of human TAAR1. Q96RJ0. CHO RD-HGA16 TAAR1, Fluo-8 calcium fluorescence, antagonist. inhibition, % at 3 µM. 360,000 tested, 1.5% active. AID 624466;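 active = inhibition above a per-plate cutoff, the mean inhibition of test compounds on that plate plus 3 SD, cut at about 49% in these data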;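 note: 0% = DMSO plus EC80 beta-PEA response and 100% = DMSO alone without agonist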
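System: CHO RD-HGA16 cells bearing hTAAR1. Reagent: EC80 β-phenethylamine stimulus. Schedule: seeding 17-24 h prior, 75-min 37 °C, 30-min RT dye loading. Signal: Fluo-8 intracellular calcium dye fluorescence, real-time kinetic reads. Read-out: % inhibition from peak post-agonist over basal fluorescence ratio. Benchmarks: vehicle wells and EC80 agonist wells. Replicates: n of 1.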
OXTR potentiator = human OXTR potentiation | P30559 | CHO-OTR cells, Fluo-8 calcium fluorescence, potentiator mode; 0% = oxytocin EC15, 100% = EC100 | activation, % at 3 µM | 320,000 tested, 0.061% active | AID 2445;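 active = activation above that plate's cutoff, the mean activation of tested compounds plus 3 SD, cut at about 6.6% in these data, passing the limit was not always enough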;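 note: 100% uses oxytocin at 75 nM as the full agonist control; some results filed as inactive read as strong as hits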
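Assay system: CHO cell line stably expressing human OTR. Reagent: EC15 oxytocin agonist. Dosing: single dose, 3.0 µM nominal final compound concentration. Timing: compound 6 min at room temperature before oxytocin, 100 s read. Signal: kinetic Fluo-8 calcium fluorescence. Controls: oxytocin EC15 low and EC100 high.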
CHO parental Ca = signal in parental CHO cells, OX1R antagonist counter-screen | parental CHO-K1, ATP-induced calcium, Fluo-8 fluorescence | inhibition, % at 5.6 µM | 330,000 tested, 0.63% active;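 active = inhibition above that plate's mean sample inhibition plus 3 SD, cut at about 26% in these data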;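 note: 0% = ATP-challenged DMSO wells and 100% = DMSO wells without ATP; some compounds past the cut are filed as inactive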
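Measured by: calcium-sensitive Fluo-8 fluorescence / Test system: CHO parental line / Controls: ATP-challenged DMSO wells low, unchallenged DMSO wells high / Measure: % inhibition / Compound: single nominal dose of 5.6 µM per compound / Replicates: single well per compound, no replicates / Reagent: ATP as calcium-mobilizing challenge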
CHRM1 PAM = potentiates human M1 receptor response to acetylcholine. activation, % at 3 µM. P11229. CHO-K1 hM1, Fluo-8 calcium fluorescence, ACh EC20; 0% = ACh EC20, 100% = maximal ACh. 360,000 tested, 0.088% active; in the data active = activation above about 19%, passing the limit was not always enough
* = called active by the depositor; x = no result given. This is a random part of the collection, and some 3.7% of all compounds hit somewhere here.

1. COc1ccccc1C(=O)N/C(=C\c1ccc(Br)cc1)C(=O)NCC(=O)O
2. O=C(C[n+]1ccccc1)N/N=C/c1ccccc1Cl
3. O=C(Nc1cccc(Cl)c1)c1csc(COCCO)n1
4. O=C1[C@H](Cc2ccccc2)NCCCC[C@H](c2ccc(Cl)cc2)N1Cc1ccccc1
5. CCCCNS(=O)(=O)c1ccc2nc(SCC(=O)Nc3ccccc3Cl)[nH]c2c1
6. C(=C\c1nccc2c1[nH]c1ccccc12)/c1ccccc1
7. NC(=O)c1sc2nc(N3CCOCC3)c3c(c2c1N)CCCC3
8. CCCNC(=O)c1c(C)cc(=O)oc1C
9. N#CCCN(C(=O)COC(=O)c1nc(Cl)ccc1Cl)c1ccccc1
10. Cc1ccc2[nH]c(=O)c(CN(CCCN3CCOCC3)C(=O)Nc3ccc(Cl)cc3)cc2c1
compound no.	1	2	3	4	5	6	7	8	9	10
OXTR agonist	-0.8	0.0	x	x	-0.1	-2.2	-2.0	-0.2	-0.1	0.1
CHO parental Ca	-4	1	x	x	-23	-23	-5	-5	-5	-21
OXTR potentiator	-5	1	x	x	-9	-3	1	-9	-10	-1
TAAR1 ag	0	3	2	2	7	0	1	0	2	6
CHRM1 antagonist	17	-6	-20	-2	0	1	-7	2	-13	4
V1R ag counter	0.5	0.3	x	x	0.1	-2.2	-1.1	0.1	0.3	1.1
CHRM1 PAM	-10	2	15	5	0	-13	11	0	13	2
CHRM1 agonist	-7	-8	0	-3	-5	-9	-4	-4	-1	-2
TAAR1 antag	0	11	-12	0	10	10	11	15	-7	20

11. O=C(CN1CCCCC1)N1c2ccccc2Sc2ccc(C(F)(F)F)cc21
12. O=C(Nc1ccccc1C(F)(F)F)Nc1cccc2ccccc12
13. CC(=O)C1=C(O)C(=O)N(c2ccc(C(=O)O)cc2)C1c1ccccc1 (stereo not drawn)
14. OC(COc1ccccc1)CN1C2=NCCCN2c2ccccc21 (stereo not drawn)
15. CC1CCCCN1C(=S)NC(=O)c1cc(Br)ccc1Cl (stereo not drawn)
16. O=C(Nc1ccc2c(c1)[nH]c(=O)c1ccccc12)C(F)(F)F
17. CCn1cc(C(=O)NCC(OC)OC)c(=O)c2cc(S(=O)(=O)N3CCCC3)ccc21
18. COc1ccc2nc(NC(=O)c3ccccc3C(=O)O)sc2c1
19. CC(C)C[C@@H](CO)N1CCN(Cc2ccccc2)CCC1=O
20. C[C@H](CO)N1C[C@H](C)[C@@H](CN(C)C(=O)Nc2ccc(C(F)(F)F)cc2)Oc2ccc(NS(=O)(=O)c3ccc(F)cc3)cc2C1=O
compound no.	11	12	13	14	15	16	17	18	19	20
OXTR agonist	-2.6	-0.5	-0.2	0.2	-2.6	x	0.3	1.1	-0.1	2.2
CHO parental Ca	-18	0	-1	0	-10	x	-4	5	-7	-8
OXTR potentiator	0	-9	-14	-1	-7	x	-2	-19	-2	4
TAAR1 ag	17	11	11	x	3	2	0	0	5	1
CHRM1 antagonist	97*	2	-17	-8	-9	-10	-8	-11	-9	-7
V1R ag counter	-2.2	-0.9	1.4	0.0	-1.2	x	0.2	0.1	2.6	1.6
CHRM1 PAM	-26	-4	9	5	8	2	6	11	14	8
CHRM1 agonist	-6	-6	-2	0	-7	-3	-3	-4	-5	-3
TAAR1 antag	-3	5	3	x	4	-3	-9	-2	8	7

Pulled by structure from the entries so far, 2 records:
12. O=C(Nc1ccccc1C(F)(F)F)Nc1cccc2ccccc12
15. CC1CCCCN1C(=S)NC(=O)c1cc(Br)ccc1Cl (stereo not drawn)
compound no.	12	15
OXTR agonist	-0.5	-2.6
CHO parental Ca	0	-10
OXTR potentiator	-9	-7
TAAR1 ag	11	3
CHRM1 antagonist	2	-9
V1R ag counter	-0.9	-1.2
CHRM1 PAM	-4	8
CHRM1 agonist	-6	-7
TAAR1 antag	5	4

Going on with the list:
21. CCN(C1CCCCC1)S(=O)(=O)c1ccc(-n2cnnn2)c(C)c1
22. O=C(Cc1cccs1)N(c1ccc(F)cc1)C1(C(=O)NC2CCCCC2)CCCC1
23. O=C1N(Cc2cccc(Cl)c2)C[C@@H]2C[C@@H](c3ccc4nonc4c3)N3CCC[C@@]123
24. COc1ccc(-c2nc(CS(=O)(=O)CC(=O)NC3CCC(C)CC3)c(C)o2)cc1 (stereo not drawn)
25. CN(C)c1cccc(C(=O)OCC(=O)N2CCc3ccccc3C2)c1
26. S=C(NCCc1ccccc1)NC1CC1
27. COc1ccc(CNC(=O)CSc2nc3[nH]ncc3c(=O)n2-c2ccccc2Br)cc1
28. O=C(CCCn1c(=O)[nH]c2cc(Cl)ccc2c1=O)NCCC1=CCCCC1
29. CCOc1ccc(C2C([N+](=O)[O-])=C(C)N(C)C(=O)N2C)cc1OC (stereo not drawn)
30. Cc1ccc(S(=O)(=O)Nc2ccc3c(c2)C(=O)N([C@@H](C)CO)C[C@@H](C)[C@@H](CN(C)CC2CC2)OCCCC[C@@H](C)O3)cc1
compound no.	21	22	23	24	25	26	27	28	29	30
OXTR agonist	0.6	-2.6	-1.9	0.3	-0.8	-0.2	0.1	-0.3	0.3	x
CHO parental Ca	-1	-26	-22	-21	-11	2	-15	-17	-7	x
OXTR potentiator	-12	-6	-18	-3	-17	-5	-7	-10	-10	x
TAAR1 ag	5	0	-1	0	-1	2	x	4	12	1
CHRM1 antagonist	-11	5	12	-1	-14	-2	x	-2	4	-10
V1R ag counter	1.3	-1.5	-2.1	1.4	0.7	0.6	-1.2	-0.8	0.7	x
CHRM1 PAM	2	-6	-8	3	10	2	x	9	2	2
CHRM1 agonist	-1	-9	-7	-2	-10	-5	x	-1	-8	-11
TAAR1 antag	20	0	-13	-32	31	-13	x	-3	-1	-10

31. CCOc1ccc(N(Cc2cc3cc(C)ccc3[nH]c2=O)S(=O)(=O)c2ccccc2)cc1
32. CC(=O)c1c(C)cc(C)c(CSc2nnc(-c3ccco3)o2)c1C
33. COc1ccc(C2CCCN2C(=S)Nc2ccccc2C)cc1OC (stereo not drawn)
34. CCn1cc(C(=O)NCc2ccco2)c(=O)c2cc(S(=O)(=O)N3CC(C)CC(C)C3)ccc21 (stereo not drawn)
35. O=C1c2ccccc2-c2nc3ccccc3nc21
36. Cc1ccccc1OCCC(=O)OCC(=O)Nc1c(C)nn(-c2ccccc2)c1C
37. COc1ccc(-c2oc(=O)c3cc(OC)c(OC)cc3c2C#CC2(O)CCCCC2)cc1
38. O=C(Cn1nc(-c2ccc(Cl)cc2)ccc1=O)NCC1CCCO1 (stereo not drawn)
39. CC1(C)Cc2cccc(OCC(=O)OCC(=O)Nc3ccc(C(N)=O)cc3)c2O1
40. COc1ccc(CC(=O)N/N=C(\C)CC(=O)Nc2ccc3c(c2)OCCO3)cc1OC
compound no.	31	32	33	34	35	36	37	38	39	40
OXTR agonist	1.3	-0.9	0.5	-0.2	-0.2	-0.5	-0.9	-0.6	2.4	1.1
CHO parental Ca	-22	-30	-5	-13	-6	-3	-14	3	5	-6
OXTR potentiator	1	-2	-6	-6	-1	8	-2	-5	4	-2
TAAR1 ag	-1	8	-3	6	1	9	6	-1	2	-3
CHRM1 antagonist	-1	22	-11	1	3	4	5	-13	-9	-5
V1R ag counter	0.6	-0.5	0.9	-0.6	-0.5	2.7	-0.3	0.2	0.5	2.5
CHRM1 PAM	3	-9	6	0	5	-6	-2	9	10	6
CHRM1 agonist	-2	-7	0	-5	-6	1	-7	-2	2	-2
TAAR1 antag	-21	-4	-19	16	7	25	23	-3	-11	0

Record cards, as listed above. Values in the order: OXTR agonist | CHO parental Ca | OXTR potentiator | TAAR1 ag | CHRM1 antagonist | V1R ag counter | CHRM1 PAM | CHRM1 agonist | TAAR1 antag
`CC(=O)c1c(C)cc(C)c(CSc2nnc(-c3ccco3)o2)c1C` is listed with -0.9 | -30 | -2 | 8 | 22 | -0.5 | -9 | -7 | -4
`O=C(Cn1nc(-c2ccc(Cl)cc2)ccc1=O)NCC1CCCO1` (stereo not drawn) is listed with -0.6 | 3 | -5 | -1 | -13 | 0.2 | 9 | -2 | -3
`CCOc1ccc(N(Cc2cc3cc(C)ccc3[nH]c2=O)S(=O)(=O)c2ccccc2)cc1` is listed with 1.3 | -22 | 1 | -1 | -1 | 0.6 | 3 | -2 | -21

More entries follow.
41. CN(C)CCCNC(=S)N1CCN(c2nc(-c3ccccc3)cs2)CC1
42. Cc1cccc(N2CCN(C(=O)CNC(=O)c3ccccc3)CC2)c1C
43. COC(=O)c1cc(NC(=O)Cc2ccccc2[N+](=O)[O-])cc(C(=O)OC)c1
44. OC(CCN1CC2CCC(CC2)C1)(Cc1ccccc1)c1ccco1 (stereo not drawn)
45. COc1ccc(N2CCN(C(=O)c3ccc(CNS(=O)(=O)c4cccc(OC)c4)cc3)CC2)cc1
46. Cc1ccc(CSc2nc3c(c(N(C)C)n2)CCCC3)cc1
47. CCC1=C(OC(=O)N(CC)CC)N2C(=O)OC(=NCCc3c[nH]c4ccccc34)[C@]2(Cc2ccccc2)[C@H]2C1=CC[C@H]1C(=O)N(C)C(=O)[C@H]12
48. COc1ccc(-n2nnnc2SCC(=O)Nc2nc3c(s2)CCCC3)cc1
49. O=C(NC12CC3CC(CC(C3)C1)C2)c1ccc(=O)oc1
50. COc1ccc2oc(C(=O)N(C)CCOc3ccccc3)c(C)c2c1
51. O=c1[nH]cnc2nc(-c3ccccc3)c(-c3ccccc3)nc12
52. Cc1cc(NC(=O)CSc2nc3c([nH]c4ccccc43)c(=O)n2-c2ccccc2F)no1
compound no.	41	42	43	44	45	46	47	48	49	50	51	52
OXTR agonist	4.0	1.5	0.3	x	13	-1.4	-0.7	4.6	1.1	-1.6	-0.9	-1.2
CHO parental Ca	-5	-15	-11	x	0	-20	-28	-13	-3	-25	-16	-9
OXTR potentiator	-2	-10	-6	x	-15	-5	-7	-16	-5	-6	-10	-7
TAAR1 ag	3	3	11	2	5	-4	6	7	7	0	2	2
CHRM1 antagonist	-5	-5	3	86*	10	-1	8	12	0	23	-9	11
V1R ag counter	1.4	3.6	-0.3	x	14	0.7	0.4	5.3	1.4	-0.7	-0.8	1.2
CHRM1 PAM	0	2	-1	-28	-6	-3	-3	-7	5	-7	8	-4
CHRM1 agonist	-7	-5	4	-6	1	-5	-6	-2	-3	-4	-3	-4
TAAR1 antag	-13	-18	11	-14	9	-6	16	-3	-2	9	3	2
